# PG9 binder = binders of HIV-1 gp120 antibody PG9, primary screen, biochemical, TR-FRET; TR-FRET gp120-PG9 antibody binding; AID 624416, 2012; HIV-1 gp120 / PG9 antibody interaction; inhibition, % at 6.7 µM; 360,000 tested, 0.43% active; in the data active = inhibition above about 8.5%
# NR1D1 modulator = modulators of Rev-erb alpha DNA binding, primary screen, biochemical, FITC-DNA, fluorescence polarization, uHTS | Nuclear receptor subfamily 1 group D member 1 (Homo sapiens), P20393 | Rev-erbα–FITC-DNA binding, 90 min | activity, % at 10 µM | 370,000 tested, 0.79% active;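 active = activity above about 14%, limit read from the data; passing the limit was not always enough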;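 also: 0% = DMSO wells with 35 nM protein and 100% = DMSO wells with 750 nM protein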
# ASAP1 inh = inhibitors of human ASAP1 ArfGAP activity, primary screen, biochemical, fluorescence polarization; ASAP1-stimulated ARF1 GTP hydrolysis, GDP FP detection; inhibition, % at 16.5 µM; 360,000 tested, 0.19% active; in the data active = inhibition above about 25%;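 also: 0% = vehicle with enzyme and substrate and 100% = no enzyme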
# Target sequence (Q9ULH1 325-724 limits assumed): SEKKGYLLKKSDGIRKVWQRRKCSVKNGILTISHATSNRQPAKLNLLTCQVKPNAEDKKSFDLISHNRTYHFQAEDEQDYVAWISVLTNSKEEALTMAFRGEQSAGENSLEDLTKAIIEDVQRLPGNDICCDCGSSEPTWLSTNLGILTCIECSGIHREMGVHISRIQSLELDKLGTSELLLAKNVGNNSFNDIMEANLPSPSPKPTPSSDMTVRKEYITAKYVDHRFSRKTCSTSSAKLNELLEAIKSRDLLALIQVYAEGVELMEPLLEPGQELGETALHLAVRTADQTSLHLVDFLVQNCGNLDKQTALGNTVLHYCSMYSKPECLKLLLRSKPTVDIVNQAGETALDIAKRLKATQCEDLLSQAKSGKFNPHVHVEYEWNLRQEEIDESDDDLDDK
# HTRA1 inh = HTRA1 serine protease inhibitors, primary screen, biochemical, fluorescence polarization, HTS. recombinant HTRA1, FP-rhodamine activity-based probe. inhibition, % at 5.96 µM. 340,000 tested, 0.5% active; in the data active = inhibition above about 36%;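 also: 0% = enzyme with DMSO and 100% = wells lacking enzyme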
# Target sequence (Q92743 whole entry, looked up): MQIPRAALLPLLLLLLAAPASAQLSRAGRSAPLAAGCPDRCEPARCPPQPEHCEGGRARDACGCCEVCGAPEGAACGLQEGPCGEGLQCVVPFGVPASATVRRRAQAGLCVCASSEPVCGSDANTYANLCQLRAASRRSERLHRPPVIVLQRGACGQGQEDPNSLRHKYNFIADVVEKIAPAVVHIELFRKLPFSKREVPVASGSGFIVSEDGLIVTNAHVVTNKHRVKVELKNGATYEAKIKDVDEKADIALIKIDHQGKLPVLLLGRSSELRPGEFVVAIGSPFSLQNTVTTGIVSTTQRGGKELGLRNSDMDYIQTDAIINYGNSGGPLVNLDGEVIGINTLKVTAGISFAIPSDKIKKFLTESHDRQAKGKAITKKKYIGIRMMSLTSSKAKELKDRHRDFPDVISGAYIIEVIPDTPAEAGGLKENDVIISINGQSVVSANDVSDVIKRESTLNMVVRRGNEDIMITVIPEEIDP
# rCAG RNA binder = binders of r(CAG) RNA repeats, primary screen, biochemical, fluorescence. r(CAG) RNA repeat, TO-PRO-1 dye displacement fluorescence. inhibition, % at 3 µM. 370,000 tested, 1.3% active;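 active = inhibition above the plate cutoff, the mean of all test compounds on that plate plus 3 SD, cut at about 35% in these data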;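 also: 0% = DMSO alone and 100% = 100 µM mitoxantrone as full dye displacement; higher means more dye released from RNA so lower well fluorescence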
# GC-A act = GC-A stimulated cGMP production enhancers – HEK293 GC-A cells, cGMP TR-FRET, EC30 ANP, primary screen | activation, % at 10 µM | 0% at EC30 ANP, 100% saturating ANP | 370,000 tested, 0.14% active; in the data active = activation above about 40%
# SMARCA2 activ = SMARCA2 (BRM) function activators, primary screen, cell-based, luminescence, high throughput; 370,000 tested, 1% active; MG213 cells, MMTV-luciferase reporter, dexamethasone, overnight; activation, % at 9.1 µM; in the data active = activation above about 7.8%;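 also: 0% = vehicle wells and 100% = reference activator wells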
# mABHD4 FP = ABHD4 inhibitors, primary screen, biochemical, fluorescence polarization, mouse. purified mABHD4, FP-Rh probe fluorescence polarization. inhibition, % at 8.92 µM. 370,000 tested, 0.54% active. AID 720543, 2013;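 active = inhibition exceeding the mean over every tested compound plus 3 SD, cut at about 30% in these data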;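 also: 0% = plate median of compound wells and 100% = S159A mutant with DMSO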
#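 Assay system: mouse ABHD4 enzyme, wild type / Also added: fluorescent activity-based probe FP-Rh / Doses: single nominal dose of 8.92 µM, 0.89% DMSO final / Timing: 45 min compound pre-incubation plus 60 min probe step, 25 °C / Signal: FP readout, ex 525 nm / em 598 nm / Control set: S159A mutant/DMSO as 100%, compound-well median as 0%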
# ARFGAP1 inhibitor = inhibitors of rat ARFGAP1 GAP activity, primary screen, biochemical, fluorescence polarization, GDP tracer | ADP-ribosylation factor GTPase-activating protein 1 (Rattus norvegicus), Q62848 | inhibition, % at 16.5 µM | Arfgap1-stimulated ARF1 GTP hydrolysis, GDP FP detection | AID 651572, 2012 | 360,000 tested, 0.26% active;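 active = inhibition above a per-plate limit, mean inhibition of low control wells plus 3 SD, cut at about 25% in these data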;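 also: 0% = DMSO wells with enzyme and 100% = wells lacking Arfgap1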
# Target sequence (Q62848 1-136 limits assumed): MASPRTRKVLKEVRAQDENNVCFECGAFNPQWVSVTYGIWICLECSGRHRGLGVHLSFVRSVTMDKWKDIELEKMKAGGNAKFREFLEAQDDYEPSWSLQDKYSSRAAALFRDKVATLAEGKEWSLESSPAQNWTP
#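 Material: rat Arfgap1 catalytic domain, aa 1-136; also added: human ARF1(Δ1-17)-GTP substrate; compound dosing: one concentration, 16.5 µM, DMSO 1.26%; incubation: GTP hydrolysis reaction 2 h at 25 °C; measured by: Tracer-displacement fluorescence polarization with EDTA stop, 620/688 nm; evaluation: % inhibition from polarization; repeats: one replicate per compound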
# GC-B act = human GC-B receptor activators, primary screen, HEK293 GC-B cells, cGMP TR-FRET, EC30 CNP; activation, % at 10 µM; 0% at EC30 CNP, 100% saturating CNP; 370,000 tested, 0.11% active; Atrial natriuretic peptide receptor 2 (Homo sapiens), P20594;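 active = activation at 10 µM reaching about 35% in either raw or pattern-adjusted values, limit read from the data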
# * marks the source's active call; other numbers are inactive results; . = no result given; & = joins results of further samples.
SMILES,PG9 binder,NR1D1 modulator,ASAP1 inh,HTRA1 inh,rCAG RNA binder,GC-A act,SMARCA2 activ,mABHD4 FP,ARFGAP1 inhibitor,GC-B act
COc1ccc(/C=C2\SC(=S)N(C(Cc3ccccc3)C(=O)O)C2=O)cc1 (stereo unspecified),-2.1,-2,-1,-40,65*,-1,1,-11,-7,-1
COCCNc1nnc(SCC(=O)NC2CCCCC2)s1,-1.4,0,-4,5,3,5,0,-2,-1,3
O=C(NNC(=O)C1C2C=CC(C2)C1C(=O)O)c1ccccc1 (stereo unspecified),-1.0,-6,-9,5,0,2,1,6,-14,-1
COc1ccc(N2C(=O)C3C4C=CC(CC4)C3C2=O)c([N+](=O)[O-])c1 (stereo unspecified),-1.2,2,1,1,-2,2,-3,0,-4,1
NC(=O)c1ccsc1NC(=O)COC(=O)C1CCCN1C(=O)c1cccs1 (stereo unspecified),-1.8,-3,1,.,13,0,-1,-2,-3,3
CC(C)C[C@H]1CNC(=S)N1CC1CCN(CCC2CCCC2)CC1,-1.2,0,-5,4,-3,-2,-5,-2,10,-3
Cc1cc(NC(=O)c2ccc3c(c2)OCO3)ccc1NC(=O)c1ccccc1,0.5,0,0,0,0,2,-2,2,-11,4
Cc1ccc(NS(=O)(=O)c2ccc(N/N=C/c3ccncc3)c([N+](=O)[O-])c2)c(C)c1,1.2,-2,-3,1,0,-6,0,-2,4,-1
C[C@@H](C(=O)NCC1CC1)[C@@H]1C[C@@]1(C)[C@@H](NC(=O)OCc1ccccc1)c1ccccc1,0.7,3,6,-10,-9,-4,-1,-3,-5,-3
COC(=NC(C)C)NC(C)C,0.6,-9,2,.,3,4,-1,-3,13,2
CCS(=O)(=O)N1Cc2ccccc2CC1C(=O)Nc1ccccc1OC (stereo unspecified),-1.0,6,-6,-13,1,-8,-1,0,3,0
Cc1ccc(NC(=O)NNC(=O)COc2ccc([N+](=O)[O-])cc2)cc1C,-2.3,3,21,-26,5,0,-2,5,32*,0
CC(C)n1nnnc1C1c2ccccc2C(=O)N1CCOc1ccccc1 (stereo unspecified),-1.2,-6,-3,.,1,-3,6,6,-2,-4
CCOc1cc(C2C3=C(CC(C)(C)CC3=O)N(CCOC)C3=C2C(=O)CC(C)(C)C3)ccc1O,-2.6,0,5,-3,-2,-4,-2,-1,-4,-1
CCNC(=O)NC(=O)CN(C)c1ccccc1,-0.3,-2,11,5,0,3,-2,-3,7,-4
Cc1ccc(SCCCCN2CCOCC2)cc1,-0.6,1,1,-2,-8,1,2,-1,-6,2
CCOC(=O)c1nn(-c2ccc(F)cc2)c(=O)cc1OCC(=O)Nc1ccc(F)c(F)c1,-1.2,170*,13,0,3,26,1,-3,0,4
COc1cccc(OCC(O)CN2CCC(Cc3ccccc3)CC2)c1 (stereo unspecified),1.0,-4,15,-2,-10,1,0,8,2,-1
Cn1c(=NC(=O)COc2ccccc2)sc2cccc(F)c21,3.0,-1,4,4,-1,3,3,1,1,-4
CC(C)CNC(=O)c1cc(-c2ccc3c(c2)OCO3)on1,1.9,9,9,2,-4,4,4,-7,2,6
O=S(=O)(N/N=C/c1c(F)cccc1Cl)c1ccccc1,-0.7,-2,0,2,5,1,2,2,9,-5
CN(C)c1ccc(N2C(=O)CC(Sc3ccccc3C(=O)O)C2=O)cc1 (stereo unspecified),-4.0,0,-3,-3,1,2,0,20,-5,-6
COc1ccc(CCNC(=O)C(C(=O)c2ccccc2)n2ccccc2=O)cc1OC (stereo unspecified),-0.2,7,2,7,-4,-3,1,9,2,2
CCc1ccccc1NC(=S)N(CCN(C)C)C(C)c1ccco1 (stereo unspecified),-1.5,3,-2,3,-2,8,2,-3,-3,11
COc1cccc(CNC(=O)c2ccccc2NC(=O)C2=C(C)OCCS2)c1,-0.2,-2,-11,-8,0,7,-4,-14,0,8
O=C(CC(=O)NCc1ccc(Cl)cc1)NCc1ccc(Cl)cc1,-1.9,-3,8,-2,-2,2,0,-1,18,1
O=C(N[C@@H]1CC[C@@H](CCn2cc(-c3ccccc3)nn2)O[C@@H]1CO)c1cnccn1,-1.0,1,-3,.,5,1,1,11,3,0
CC1CC(CC(C)C(=O)NC(=S)Nc2ccc(S(N)(=O)=O)cc2)C(=O)O1 (stereo unspecified),0.1,4,0,.,-1,4,0,2,-6,-2
COc1cc(C(=S)N2CCC(C)CC2)ccc1O,4.6,-2,0,4,3,6,-5,3,9,8
CCCn1c(SCC(=O)Nc2nnc(C(C)C)s2)nc2c1c(=O)n(C)c(=O)n2C,0.1,-3,-15,-2,-1,-2,-3,1,-17,-2
CCc1cccc(NC(=O)COC(=O)c2cc([N+](=O)[O-])ccc2N2CCOCC2)c1,-0.2,3,-1,-26,3,0,-3,0,7,4
CNc1cncc(-c2ccc(OC)c(OC)c2)n1,-0.7,-2,6,.,1,0,6,4,1,1
CCOc1ccc(OCC)c(NC(=O)C2CCN(S(=O)(=O)c3c(C)noc3C)CC2)c1,0.3,4,1,-1,-6,-1,1,-9,4,3
Cc1cc(C)cc(-n2cccc2/C=C2/C(=N)N3C(=NC2=O)SN=C3S(C)(=O)=O)c1,0.5,-10,-4,-82,89*,-4,0,-84,-16,-3
Cc1ccc(C)c(NS(=O)(=O)c2ccc(-c3cnc(C4CC4)o3)cc2)c1,-0.4,4,14,-41,2,-10,-6,-15,3,-3
CCN1CCN(S(=O)(=O)c2ccc(Cl)c(C(=O)Oc3ccc(CC(=O)OC)cc3)c2)CC1,0.9,-6,2,0,2,1,-1,5,0,-5
N/C(=N\OC(=O)CCCc1ccccc1)c1cccc([N+](=O)[O-])c1,-1.5,-1,-4,-7,-3,1,-2,-5,1,-5
Cn1nnnc1SCC(=O)NCc1ccccc1,0.5,0,-14,0,0,2,0,-4,4,6
CS(=O)(=O)N(CC(=O)N1CCN(c2ccccc2F)CC1)c1cccc(C(F)(F)F)c1,-0.6,-3,-1,-3,-10,-6,-5,-11,-7,-1
O=C(COc1ccccc1F)c1ccc(O)cc1O,3.0,4,-4,-1,0,4,-2,-1,-12,1
CN1C[C@H](C(=O)N[C@]2(C)O[C@@]3(O)[C@@H]4CCCN4C(=O)[C@H](Cc4ccccc4)N3C2=O)CC2c3cccc4[nH]cc(c34)C[C@H]21 (stereo partly specified),-1.7&0.9,11&-2,7&-9,7&-1,4&5,2&3,2&1,5&13,6&0,2&1
COc1ccc2c(C)cc(=S)[nH]c2c1,19*,-3,-8,4,8,8,0,29,-2,1
CCOC(=O)C1=C(c2ccccc2)N=C2SCC(=O)N2C1c1ccc(OCC)c(OCC)c1 (stereo unspecified),-1.1,-3,-3,-3,-2,-3,-2,-4,-2,-1
CCCCc1ccc(-c2ccc(Br)cc2O)nc1,-1.6,4,10,1,4,5,7,4,-12,1
CCC(c1ccccc1)c1nnc(NC(=O)c2ccco2)s1 (stereo unspecified),-2.8,3,-2,.,-1,0,1,5,0,-3
Cc1ccccc1C(=O)c1c[nH]c(C(=O)N2CCN(c3ccccc3F)CC2)c1,0.1,-4,0,-3,-3,2,-4,-2,4,-1
O=C(N/N=C/c1ccc(OC(=O)c2ccccc2)cc1)c1ccc(CN2CCOCC2)cc1,-0.1,-2,2,1,-4,4,-1,-7,-17,4
CC(C(=O)NCCc1ccc(S(N)(=O)=O)cc1)N1C(=O)CC(C)(C)Sc2ccccc21 (stereo unspecified),-1.8,1,-7,-7,-1,1,0,-1,-13,12
Fc1ccccc1-c1nc(NC2CCCC2)c2ccccc2n1,-0.1,-3,3,-23,-4,9,-3,-1,11,16
COc1ccccc1NC(=O)N1CCCC1C(=O)NC12CC3CC(CC(C3)C1)C2 (stereo unspecified),-0.9,4,9,6,-5,1,-1,1,8,6
# More records
SMILES,PG9 binder,NR1D1 modulator,ASAP1 inh,HTRA1 inh,rCAG RNA binder,GC-A act,SMARCA2 activ,mABHD4 FP,ARFGAP1 inhibitor,GC-B act
O=C(Nc1ccnn1C1CCN(C(=O)c2cccc(Cl)c2)CC1)C1CCOC1 (stereo unspecified),-0.9,3,-15,3,-1,-1,-2,-3,-4,-10
CC(=O)Nc1ccc(N2N=C(C)C(N=Nc3ccccc3)C2=O)cc1 (stereo unspecified),-2.8,-11,-14,8,4,0,1,1,-13,1
COc1cc(CNCCN2CCOCC2)ccc1OCc1ccccc1Cl,-0.9,-4,13,6,-5,-2,1,2,7,-5
COCC(C)n1c(SCC(=O)NNC(=O)c2ccc(F)cc2)nc2ccccc2c1=O (stereo unspecified),-0.3,-2,0,2,-5,2,0,-1,0,-1
CCOc1ccccc1NC(=O)CSc1n[nH]c(N)n1,0.0,1,3,2,1,1,-1,-1,5,0
Cc1cc(C)c(OCC(=O)NCCCn2nc(C)cc2C)c(C)c1,-1.8,-1,10,5,-6,0,1,4,6,1
Cc1ccc(OCC(=O)NC(=S)Nc2ccccn2)c(Br)c1,3.1,-4,-14,-1,-1,-2,-1,-2,10,0
CCOC(=O)c1cnc2ccc(C(=O)OC)cc2c1NCCN1CCOCC1,-1.8,-2,6,5,-7,7,4,1,1,10
O=C(NCCc1ccccc1)NC1CCCCC1,-2.2,-3,-3,3,-2,3,11*,-4,3,-1
CCOC(=O)/C(=C/c1c(C)n(C)c2ccc([N+](=O)[O-])cc12)C(C)=O,-1.4,0,-4,13,3,4,0,-5,-12,1
C=CCn1c(CCC(O)CCCCC)n[nH]c1=S (stereo unspecified),-1.4,-1,-1,8,0,5,0,-2,0,-10
Cc1nc2ccccc2c(=O)n1NC(=O)c1c(F)cccc1F,-0.1,-1,2,5,1,0,-2,-1,-1,-1
Cc1oc(-c2ccc(Cl)cc2)nc1CN1CCC(C(=O)NCC2CCCO2)CC1 (stereo unspecified),-1.8,6,-7,4,-9,-2,1,0,-14,0

# Record cards, from the list above. Values in the order: PG9 binder | NR1D1 modulator | ASAP1 inh | HTRA1 inh | rCAG RNA binder | GC-A act | SMARCA2 activ | mABHD4 FP | ARFGAP1 inhibitor | GC-B act
# Results for `COc1cccc(OCC(O)CN2CCC(Cc3ccccc3)CC2)c1` (stereo unspecified) : 1.0 | -4 | 15 | -2 | -10 | 1 | 0 | 8 | 2 | -1
# Results for `Cc1nc2ccccc2c(=O)n1NC(=O)c1c(F)cccc1F` : -0.1 | -1 | 2 | 5 | 1 | 0 | -2 | -1 | -1 | -1
# Results for `O=C(N/N=C/c1ccc(OC(=O)c2ccccc2)cc1)c1ccc(CN2CCOCC2)cc1` : -0.1 | -2 | 2 | 1 | -4 | 4 | -1 | -7 | -17 | 4
# Results for `CCN1CCN(S(=O)(=O)c2ccc(Cl)c(C(=O)Oc3ccc(CC(=O)OC)cc3)c2)CC1` : 0.9 | -6 | 2 | 0 | 2 | 1 | -1 | 5 | 0 | -5
# Results for `CCOC(=O)c1nn(-c2ccc(F)cc2)c(=O)cc1OCC(=O)Nc1ccc(F)c(F)c1` : -1.2 | 170* | 13 | 0 | 3 | 26 | 1 | -3 | 0 | 4
